# FEN1 inh – human FEN1 inhibition; 390,000 tested, 0.35% active; Potency, µM (highest dose often 114 µM), for the others: at the highest dose activity change, negative = inhibition, usual class: inhibitors; P39748; Recombinant FEN1 flap cleavage, fluorescence, 15 min; note: nearly all actives have a fitted effect of over 65% in size
#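 Nuclease activity of 10 nM FEN1 was measured after 15 min of room-temperature exposure to titrated compounds, by adding 50 nM flap substrate and reading plates at 0 and 15 min.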
# KAT2A inh – inhibitors of human GCN5L2 histone acetyltransferase. Q92830. GCN5L2 HAT assay, ThioGlo1 CoA-SH fluorescence. Potency, µM (highest dose often 58.9 µM), for inactives: at the top dose activity change, negative = inhibition, actives largely listed as inhibitors. 390,000 tested, 0.21% active
# Target sequence (Q92830 whole entry, looked up): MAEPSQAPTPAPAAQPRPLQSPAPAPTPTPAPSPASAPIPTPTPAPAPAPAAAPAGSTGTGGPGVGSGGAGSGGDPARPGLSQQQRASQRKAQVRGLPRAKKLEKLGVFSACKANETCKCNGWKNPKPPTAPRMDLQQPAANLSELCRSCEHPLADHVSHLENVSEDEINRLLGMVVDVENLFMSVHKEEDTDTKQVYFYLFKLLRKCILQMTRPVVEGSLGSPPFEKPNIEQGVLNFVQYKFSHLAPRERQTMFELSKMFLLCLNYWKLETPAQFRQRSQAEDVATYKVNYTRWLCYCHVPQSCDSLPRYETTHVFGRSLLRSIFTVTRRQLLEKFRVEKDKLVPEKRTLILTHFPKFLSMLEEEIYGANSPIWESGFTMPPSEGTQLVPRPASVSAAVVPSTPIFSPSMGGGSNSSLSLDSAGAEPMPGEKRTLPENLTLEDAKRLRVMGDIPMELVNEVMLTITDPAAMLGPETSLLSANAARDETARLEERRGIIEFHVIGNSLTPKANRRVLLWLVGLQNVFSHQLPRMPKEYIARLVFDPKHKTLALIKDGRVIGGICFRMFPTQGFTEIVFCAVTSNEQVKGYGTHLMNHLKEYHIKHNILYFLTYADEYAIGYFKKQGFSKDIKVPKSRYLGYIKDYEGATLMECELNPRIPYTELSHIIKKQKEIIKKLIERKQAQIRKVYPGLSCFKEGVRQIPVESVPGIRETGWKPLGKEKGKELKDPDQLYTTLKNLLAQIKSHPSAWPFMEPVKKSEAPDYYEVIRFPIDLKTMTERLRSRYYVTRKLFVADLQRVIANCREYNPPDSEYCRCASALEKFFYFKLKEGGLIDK
#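 Titration-based screen in which CoA formation is detected via maleimide probe ThioGlo1 (50uM) turning fluorescent on thiol reaction; substrates H3(1-25) 75uM and acetyl-CoA 70uM, GCN5L2 20nM, 20 min incubation at room temperature.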
# N370S GC – inhibitors or activators of N370S glucocerebrosidase for Gaucher disease; AID 2101; 330,000 tested, 0.092% active; Potency, µM (highest dose often 59.4 µM), for inactives: at the highest dose activity change, negative = inhibition, hits mostly inhibitors; N370S GC spleen homogenate, 4MU-glucoside fluorescence;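 note: 0% = full enzyme activity and -100% = no enzyme basal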
# * marks the source's active call; other numbers are inactive results; u = inconclusive; x = not tested or not shown; & = joins results of further samples; [ ] = remark or other dose. Calls come from the whole dose curve; as a rule, active = well fitted curve in the direction sought with a large enough effect; inconclusive = small, poorly fitted or top-dose-only effect, or another doubt; inactive = no such curve, though single readings can be large; an effect the other way counts as inactive or inconclusive. Unless noted, % is set by controls: 0 for no effect and ±100 for the full control effect; potency is the fitted concentration of half-maximal effect. Only part of the results is shown; the hit share may differ from the screen's.
SMILES	FEN1 inh	KAT2A inh	N370S GC
CC(C)c1ccc(S(=O)(=O)c2nnn3c2nc(NC2CCCC2)c2sccc23)cc1	0%	1%	x
O=c1cc(O)c2sc3nc(C(F)(F)F)c4c(c3c2[nH]1)CCCCC4	-13%	-15%	6%
O=[N+]([O-])c1ccc(C2=Nc3cc(Cl)ccc3OC2)cc1	-1%	-13%	0%
COc1ccc(S(=O)(=O)N2CCOCC2)cc1NC(=O)CNC(=O)c1cccs1	13%	-2%	x
O=C(CSc1nc2ccccc2s1)Nc1ncccn1	-17%	-9%	-5%
CCOc1ccccc1NC1c2ccccc2C(=O)N1c1ccc(C)cn1 (stereo not drawn)	-2%	-5%	-1%
Cn1ncc(Cl)c1C(=O)NCc1ccc2c(c1)OCO2	-6%	-2%	-16%
COc1cc(C(=O)N2CCC(NC(=O)C(Cc3ccc(C)cc3)NC(C)=O)CC2)cc(OC)c1OC (stereo not drawn)	0%	-21%	-2%
CCOc1ccccc1N1CCN(CC(=O)N(CC(C)C)c2c(N)n(CC(C)C)c(=O)[nH]c2=O)CC1	-1%	-7%	-4%
O=C(Nc1ccc(F)cc1)C1CCN(S(=O)(=O)c2cccc3nonc23)CC1	15%	-1%	-3%
CCN(CC)CCNC(=O)c1cn(CC)c2ccc(S(=O)(=O)N3CCOCC3)cc2c1=O	-5%&17%	-1%&-5%	16%
Cc1ccc(NC(=O)C(=O)NC(C)C2COc3ccccc3O2)cc1 (stereo not drawn)	-10%	32%[activator]	1%
CCOc1ccc(Nc2nc(-c3cccnc3)cs2)cc1	-1%	-19%	-12%
O=C1Nc2c(Br)cc(Br)cc2C1(O)N1CCOCC1 (stereo not drawn)	7%	5%	6%
CC(=O)N1N=C(c2cccc([N+](=O)[O-])c2)OC1(C)CC(=O)Nc1ccccc1 (stereo not drawn)	-11%	17%	5%
COc1cc(CO)c(Br)cc1OCC(=O)Nc1ccccc1C	-8%	-9%	5%
Cc1ccc(-c2c[n+](CC(=O)Nc3ccc(C)cc3C)c3n2CCC3)cc1	2%	1%	-2%
CC1Cc2nc(SCC(=O)NCC3CCCO3)n(Cc3ccccc3)c(=O)c2S1 (stereo not drawn)	-2%	-3%	2%
CCOC(=O)c1sc(N2C(=O)c3oc4ccc(C)cc4c(=O)c3C2c2ccccc2F)nc1C (stereo not drawn)	-1%	-2%	x
CCC(C)NC(=O)CSc1ccc(S(=O)(=O)N(C)C2CCCCC2)cn1 (stereo not drawn)	3%	-3%	x
COc1ccc(C(=O)Nc2cccc(-c3ccc(N4CCOCC4)nn3)c2)cc1OC	2%	-12%	9%
O=C(OC(C(=O)NC1CCCCC1)c1ccccc1)c1ccco1 (stereo not drawn)	-2%	-8%	7%
Cc1c(C(=O)Nc2ccc3c(c2)OCO3)sc2ncn(CC(=O)N3CC(C)CC(C)C3)c(=O)c12 (stereo not drawn)	0%	-4%[0.501 µM]	-2%
COc1ccc(CNC(=O)CSc2nc3nc(C)cc(C)n3n2)cc1	8%	-2%	5%
CCCC(=O)c1cc2cc(Cl)ccc2oc1=O	-5%	-7%	-24%

# Structural class, the compounds so far containing fluorine.
SMILES	FEN1 inh	KAT2A inh	N370S GC
O=c1cc(O)c2sc3nc(C(F)(F)F)c4c(c3c2[nH]1)CCCCC4	-13%	-15%	6%
O=C(Nc1ccc(F)cc1)C1CCN(S(=O)(=O)c2cccc3nonc23)CC1	15%	-1%	-3%
CCOC(=O)c1sc(N2C(=O)c3oc4ccc(C)cc4c(=O)c3C2c2ccccc2F)nc1C (stereo not drawn)	-1%	-2%	x

# Next part
SMILES	FEN1 inh	KAT2A inh	N370S GC
Cc1ccccc1C(=O)N[C@H](C(=O)Nc1ccc(Cl)c(Cl)c1)C(C)C	4%	-3%	16%
CCc1ccc(/C(C)=N/NC(=O)c2ccc(-n3cnnn3)cc2)cc1	19%	1%	x
CN1CCC(NC(=O)c2cccs2)CC1	-6%	0%	-6%
COc1ccc(S(=O)(=O)NCC2CCCO2)cc1C(=O)O (stereo not drawn)	15%	-2%	-4%
CCn1c(=O)n(CC)c2cc(NC(=O)C(C)c3ccccc3)c(Br)cc21 (stereo not drawn)	3%	-6%	-1%
CC1CC(C)CN(S(=O)(=O)c2ccc(F)c(C(=O)Nc3ccc(Cl)cc3F)c2)C1 (stereo not drawn)	-6%	-25%	21%
COc1cccc(NS(=O)(=O)c2cc3c4c(c2)C(C)C(=O)N4CCC3)c1 (stereo not drawn)	1%	2%	x
Cn1c(=O)c2nc(Cl)c(-c3ccccc3)nc2n(C)c1=O	-3%	-3%	15%
CCOc1ccc(CSCCNC(=S)Nc2ccccc2)cc1	-13%	-7%	11%
CCC(C)c1c(O)nc(SCC(=O)N2CCOCC2)[nH]c1=O (stereo not drawn)	2%	0%	-5%
Cc1ccc(S(=O)(=O)N2CCC(C(=O)OC(C)C(=O)N(C)c3ccccc3)CC2)cc1C (stereo not drawn)	-11%	-9%	x
CNC(=O)COc1ccc(NC(=O)CCn2nc(-c3ccc(C)cc3)c3ccccc3c2=O)cc1	15%	-6%	x
CN(Cc1ccccc1)C(=O)c1cc(=O)[nH]c2ccccc12	-7%	-6%	-1%
Cc1ccc(NC(=O)c2scc3c2CCCC3)cc1	1%	-7%	u
CCOc1ccc(N2C(=O)CC(N3CCc4ccccc43)C2=O)cc1 (stereo not drawn)	-11%	-3%	11%[12.8 µM]
CCCCN(CC)CCNC(=O)c1cc2c(=O)[nH]c3ccccc3c2n1C	10%&-4%	-9%&-4%	-7%
Cc1ccc2c(c1)N(CC(=O)N(Cc1ccc3c(c1)OCO3)CC1CCCO1)C(=O)C(C)O2 (stereo not drawn)	-20%	-5%	24%
COc1cccc(CC(=O)OC(C)C(=O)Nc2ccc(N3CCOCC3)cc2)c1 (stereo not drawn)	3%	-5%	-2%
CCN(c1ccccc1)S(=O)(=O)c1ccc2c(c1)C(C)(C)C(=O)N2C	-10%	-1%	-3%
COc1cccc(Nc2c(F)c(OC)c(F)c(F)c2C(=O)O)c1	2%	-19%	-22%
NC(=O)CC[C@H](NC(=O)c1ccc(F)cc1)C(=O)OCC(=O)NCc1ccc2c(c1)OCO2	-3%	-6%	x
N#Cc1c(-c2ccccc2Cl)c2c([nH]c1=O)-c1ccccc1OC2	1%	-8%	u
CN(C)Cc1ccccc1Cc1ccccc1	-1%	1%	-2%
Cc1ccc(-c2[nH]ncc2C(=O)c2ccc(Br)cc2)c(O)c1	-16%	-29%	3%
Cc1cccc(CNC(=O)CCn2ccc3cc(S(=O)(=O)N4CCCC4)ccc32)c1	2%&-8%	-16%&-2%	1%
COc1cccc(NC(=O)CNC(=O)Cn2c(C)cc3ccccc3c2=O)c1	-1%	-5%	x
O=C(Nc1ccc(F)cc1)c1cccnc1	-3%	0%	0%
CCCOc1ccc(C2C(C(=O)c3ccc(C)o3)=C(O)C(=O)N2Cc2ccco2)cc1 (stereo not drawn)	-11%	-23%	-2%
CC1(C)CC(=O)C=C(Nc2cccc(O)c2)C1	9%	-6%	-8%
CC(C)COC(=O)CCn1[nH]c(=O)c2ccccc2c1=O	14%	-2%	-4%
O=C(CCc1ccccc1)NNC(=O)c1cc(Cl)ccc1O	-2%	-3%	6%
C[C@@H]1O[C@@H](O[C@H]2[C@H](Oc3cc(O)c4c(c3)O[C@H](c3ccc(O)cc3)CC4=O)O[C@H](CO)[C@@H](O)[C@@H]2O)[C@H](O)[C@H](O)[C@H]1O	3%	-2%&-5%	-4%&-2%
COc1cccc(NC(=O)c2c(C)nn(-c3cccc(C)c3)c2-n2cccc2)c1	9%	-8%	x
COc1ccc(C(=O)NNC(=O)C2=NN(c3ccccc3)C(=O)CC2)cc1	18%	-23%	-6%
O=C(Nc1ccc2nc(SCC(=O)N3CCOCC3)sc2c1)c1ccc(Br)cc1	1%	-9%	x
O=C1C(Cc2ccccc2)SC(=Nc2ccccc2)N1c1ccccc1 (stereo not drawn)	-13%	-7%	x
Cc1nc2sccn2c(=O)c1S(=O)(=O)NC(C)c1ccccc1 (stereo not drawn)	14%	-1%	-4%
O=C(CCS(=O)(=O)c1cc(Br)cc2c1N(C(=O)C1CC1)CC2)N1CCN(c2ccccn2)CC1	17%	-6%	8%
CCc1nnc(NS(=O)(=O)c2ccc(NC(=S)NC(=O)/C=C/c3ccc(F)cc3)cc2)s1	-11%	2%	0%
Nn1cc(-c2ccccc2)nc1SCC(=O)NCCN1C(=O)CSC1=O	-9%	-5%	2%
Cn1ccs/c1=N\C(=O)Nc1ccccc1	-3%	-17%	-4%
COc1ccc(OC)c(NC(=O)CSc2nnc(Cc3cccn3C)n2CCc2ccccc2)c1	-14%	-1%	-2%
CC12C=CC3(CN(Cc4ccccc4)C(=O)C3C1C(=O)NC1CC1)O2 (stereo not drawn)	-6%	-4%	22%
Cc1[nH]c(=S)[nH]c(=O)c1Cc1ccccc1	9%	-11%	2%
CC1(C)Cc2cccc(OCC(=O)NCc3ccccc3)c2O1	-13%	-22%	-2%
CCOc1ncccc1C(=O)N1CCN(Cc2ccc3c(c2)OCO3)CC1	-2%	-4%	22%
COc1cc(C2c3c(-c4ccccc4O)n[nH]c3C(=O)N2Cc2ccncc2)cc(OC)c1OC (stereo not drawn)	-5%	-1%	x
CN(CC(=O)Nc1ccc(F)cc1)C(=O)COC(=O)c1cc(S(=O)(=O)N(C)C)ccc1N1CCCC1	-2%	2%	8%
O=C(Oc1ccc(C(=S)N2CCOCC2)cc1)c1ccccc1[N+](=O)[O-]	6%	-7%	u
Cn1c(=O)[nH]c(=O)c2c1nc(SCC(=O)O)n2CCCc1ccccc1	-2%	18%	-2%

# The listing continues.
SMILES	FEN1 inh	KAT2A inh	N370S GC
COc1ccc(Cl)cc1N(C)C(=O)c1ccc2c(=O)n3c(nc2c1)CCCCC3	14%	2%	x
COCCN(C(=O)COC(=O)/C=C/c1ccc(C)o1)c1c(N)n(Cc2ccccc2)c(=O)[nH]c1=O	10%	-4%	-2%
CCC(C)NC(=O)CCn1c(-c2ccc(F)cc2)cc(C(C)=O)c1C (stereo not drawn)	-4%	-8%	4%
CC(C)NC(=O)N(C)C[C@H]1Oc2ccc(NC(=O)C3CCCCC3)cc2C(=O)N([C@H](C)CO)C[C@@H]1C	0%	0%	x
O=C(Nc1cccc(S(=O)(=O)N2CCOCC2)c1)c1ccc(N2CCOCC2)c([N+](=O)[O-])c1	-5%	3%	-5%
CN(c1cccc(NS(=O)(=O)c2cccs2)c1)S(C)(=O)=O	-5%	-24%	-14%
COc1ccc(NC(=O)COC(=O)/C=C/c2ccccc2[N+](=O)[O-])cc1OC	-5%	1%	6%
CC(C)NC(=O)C1CCN(Cc2cnn(-c3ccccc3)c2-n2cccc2)CC1	-2%	-2%	3%
NC(=O)CSc1ncnc2c1cnn2Cc1ccccc1	4%	u	6%
CC(=O)c1c(C)[nH]c(C(=O)OCC(=O)c2ccc(C)s2)c1C	8%	0%	x
CCOC(=O)c1cnc(-n2[nH]c(C)c(Cc3ccccc3)c2=O)[nH]c1=O	3%	-3%	-9%
N#Cc1c(Cl)nc(N/N=C/c2ccccc2)c(Cl)c1Cl	-7%	-5%	8%
COc1cc(C2NC(=O)NC(C)=C2C(=O)OCc2ccc(C)cc2)cc(OC)c1O (stereo not drawn)	5%	-2%	0%
CCCC(=O)Nc1ccc2c(c1)nc1n2CCN(C2CCCCC2)C1	-4%	-2%	0%
CC(C)OC(=O)CC1C(=O)NCCN1C(=O)COc1ccc(C(C)(C)C)cc1 (stereo not drawn)	-5%	0%	-5%
Cc1c(C(=O)N2CCCC2)c(S(=O)(=O)Nc2cccc(Br)c2)c(C)n1C	-13%	-18%	-2%
CCOC(=O)C(C)Oc1ccc(NC(=O)C(Cl)Cl)cc1 (stereo not drawn)	10%	0%	2%
COc1ccc(OC)c(/C=C/C(=O)NC2=NCCS2)c1	-1%	5%	17%
O=C(O)CCc1nnc(SCC(=O)Nc2ccc(Cl)c(C(F)(F)F)c2)[nH]c1=O	-8%	-1%	-19%
O=C(CSc1n[nH]c(-c2cccs2)n1)NCc1cccs1	-17%	-25%	5%
O=C(COC(=O)/C=C/c1ccccc1[N+](=O)[O-])NCc1ccco1	13%	-1%	x

# 3 compounds picked at random from the list so far, as already listed:
SMILES	FEN1 inh	KAT2A inh	N370S GC
CC(C)NC(=O)N(C)C[C@H]1Oc2ccc(NC(=O)C3CCCCC3)cc2C(=O)N([C@H](C)CO)C[C@@H]1C	0%	0%	x
COc1ccc(OC)c(/C=C/C(=O)NC2=NCCS2)c1	-1%	5%	17%
N#Cc1c(Cl)nc(N/N=C/c2ccccc2)c(Cl)c1Cl	-7%	-5%	8%

# Source: PubChem BioAssay
